# NPYLR7 agonist: mosquito NPYLR7 agonism; HEK293T NPYLR7/Galpha15, GCaMP6s calcium fluorescence; activation, % at 10 µM; 270,000 compounds, 0.15% hits; AID 1259423; in the data active = activation above about 40%;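 note: 0% = vehicle and 100% = reference agonist at the receptor; some compounds past the cut are filed as inactive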
# mcGAS lum: blocks mouse cGAS activity | Q8C6L5 | inhibition, % at 12.5 µM | 160,000 compounds, 0.15% hits | AID 1259399 | recombinant cGAS, Kinase-Glo ATP depletion luminescence;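 note: 0% = negative control wells and 100% = reference inhibitor with no enzyme activity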
# hcGAS lum: inhibitors of human cGAS. 290,000 compounds, 0.081% hits. recombinant h-cGAS, ATP depletion, Kinase-Glo luminescence. AID 1259398. Q8N884. inhibition, % at 12.5 µM;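 note: 0% = vehicle reaction and 100% = reaction without DNA for no activity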
# Target sequence (Q8N884 whole entry, looked up): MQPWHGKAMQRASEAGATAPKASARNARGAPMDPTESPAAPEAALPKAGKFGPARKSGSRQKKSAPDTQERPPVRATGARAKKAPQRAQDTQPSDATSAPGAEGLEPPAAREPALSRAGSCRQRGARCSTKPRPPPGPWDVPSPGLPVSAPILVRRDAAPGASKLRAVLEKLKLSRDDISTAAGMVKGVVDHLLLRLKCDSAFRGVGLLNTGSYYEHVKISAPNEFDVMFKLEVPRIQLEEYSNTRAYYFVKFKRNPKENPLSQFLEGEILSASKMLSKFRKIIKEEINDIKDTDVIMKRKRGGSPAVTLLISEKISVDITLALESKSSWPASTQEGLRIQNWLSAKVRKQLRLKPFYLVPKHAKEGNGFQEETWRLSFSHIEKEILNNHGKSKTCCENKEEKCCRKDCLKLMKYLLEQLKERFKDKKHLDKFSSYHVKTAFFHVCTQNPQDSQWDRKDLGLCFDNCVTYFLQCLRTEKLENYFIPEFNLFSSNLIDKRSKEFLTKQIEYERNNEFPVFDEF
# An asterisk follows results filed as active; · = no result given; & = joins results of further samples. Cut-off read from the data, not from the text of the source, unless noted: active = inhibition above about 40%; inactive = the rest. Random draw from the library, and some 0.26% of all compounds hit somewhere here.
SMILES,NPYLR7 agonist,mcGAS lum,hcGAS lum
c1cn(CCOc2ccc(CN3[C@H]4CCNC[C@@H]3CC4)cc2)cn1,7,-10,-6
O=c1[nH]c(=O)n([C@H]2C[C@H](O)[C@@H](CO)O2)cc1Br,5,-4,-2
COc1ccc(-c2nc(N3CCCC3=O)sc2C)cc1,1,·,0
Cc1nn(-c2cccc(F)c2)c(N2CCN(C(C)C)CC2)c1CN(C(C)C)S(C)(=O)=O,-15,-3,-5
O=C(NC1CCN(c2ccccc2C(=O)N2CCCC2)CC1)c1cc(F)cc(F)c1,-1,-5,-3
O=C(O)c1cccc(NC(=O)c2cccc(S(=O)(=O)N(CCO)CCO)c2)c1,21,0,9
O=C(NCc1ccc2nonc2c1)c1ccccc1-c1ncc[nH]1,-1,-7,-6
CCCN(Cc1cc(N)ccc1N(C)C)S(=O)(=O)c1ccc(F)cc1,-2,-4,-3
O=C(CN1CCCc2ccccc21)N/N=C\c1cccc([N+](=O)[O-])c1,1,·,1
O=S(=O)(N1CCCC1)N1CCN(c2cc(C3CCNCC3)ncn2)CC1,-4,·,-7
CCCN(Cc1ccc(C)cc1)C(=O)Cn1cnc2ccc([N+](=O)[O-])cc2c1=O,-1,·,3
O=C1c2ccc(-c3nc4ccccc4c(=O)o3)cc2C(=O)N1c1cccnc1,4,-8,-4
Cc1nn(C)cc1N1C(=O)c2cccc3c([N+](=O)[O-])ccc(c23)C1=O,-5,0,-1
C=CCc1cccc(/C=N\NC(=O)c2cc(-c3ccccc3)nc3ccccc23)c1O,-4,-5,-4
COCc1cc(N2CCN(c3ccccc3Cl)CC2)nc(SCc2ccc(C(=O)NC3CC3)cc2)n1,2,-4,-10
CC(O)CN(CCc1nc(-c2cccc(C(F)(F)F)c2)no1)Cc1ccco1 (stereo not given),-2,-3,-3
CCC(CC)C(=O)Nc1cc(-c2cn3nc(OC)ccc3n2)ccc1OC,-6,-1,-4
CCOC(=O)c1cc(CNC(CC)C23CC4CC(CC(C4)C2)C3)on1 (stereo not given),·,-4,-8
CS(=O)(=O)Cc1cccc(CNCc2cccc(O)c2)c1,1,·,-1
CCN1C(=O)NC(c2ccc(Cl)cc2Cl)C2=C1CN(CCC(=O)N1CCN(c3ccccc3OC)CC1)C2=O (stereo not given),-1,-5,-6
CCCCCCCCCC(=O)N1CCc2nc(-c3ccccc3)nc(N3CCCC3)c2C1,0,-4,-7
Cc1ccc(S(C)(=O)=O)cc1NC(=O)c1c(Br)c(C)nn1C,8,-15,-10
CN(Cc1ccc(C(F)(F)F)cc1)C1CCN(c2cccc(NC(=O)c3ccncc3)c2)CC1,0,-5,-2
O=C(NCc1ccc(F)cc1)c1cc(-c2ccccc2F)nc2cc(-c3ccccc3)nn12,4,-7,-4
Clc1nc(NCCN2CCOCC2)nc(Nc2ccc3c(c2)OCO3)n1,-8,3,3
CN(Cc1ccccc1Br)C(=O)CN1CCN(c2ccc([N+](=O)[O-])c3cnccc23)CC1,1,·,-8
Cc1ccc(NC(=O)N2CCCC(c3nnc(CC(C)(C)C)o3)C2)cc1 (stereo not given),-5,-7,-6
C=CCNC(=O)CSc1nnc(-c2ccccc2)c2sc(C)nc12,0,-5,-5
CCOC(=O)c1c(NC(=O)c2nn(CC)cc2Br)c(C#N)cn1-c1ccccc1,-18,-6,0
CC(C)(Cc1ccc(F)cc1)NC(=O)c1cn2c(n1)CNCC2,3,·,-1
Cc1ccc(C)c(S(=O)(=O)c2cnc(SCC(=O)Nc3ccccc3C)[nH]c2=O)c1,10,6,-3
CCOC(=O)CN1CCC2(CC1)C(=O)NCCCN2C,·,5,10
CC1CN(C(=O)c2csc(CSc3nnc(Cc4ccccc4)n3-c3cccc(C(F)(F)F)c3)n2)CC(C)O1 (stereo not given),-3,-4,-7
Cn1c(CN2CCCc3c(NS(C)(=O)=O)cccc32)nc2cc(Cl)ccc21,9,·,-8
CC(=O)N1CCCN(C(=O)C2CCC(=O)N(Cc3ccc(Cl)cc3)C2)CC1 (stereo not given),0,·,3
Cc1cccn2c(CC(=O)NCCCn3nnc4ccccc43)cnc12,23,·,-2
O=C(c1cc(-c2ccco2)nn1-c1ccccc1Cl)N1CCN(C/C=C/c2ccccc2)CC1,17,-5,-6
Cc1ccc2nc(CNC(=O)Cc3ccc4c(c3)OCO4)[nH]c2c1,-4,-3,-4
CNCC(=O)N[C@H]1CCC[C@H]1Cc1ccc(F)cc1,4,-13,-6
NC(=O)CSc1nnc(CCn2ccc(=O)[nH]c2=O)o1,1,-9,-8
CC(C)(C)C(=O)N1CCC(C(=O)n2nc(N)c3ccccc32)CC1,-1,-7,-16
Cc1ccc(CS(=O)(=O)Nc2ccc3c(c2)C(=O)N(C)c2ccccc2O3)cc1,9,·,-4
Cc1ccc(NC(=O)CSc2c(C)[nH]c3ccccc23)cc1,3,·,-4
Cc1nn(CCC#N)c(C)c1CCC(=O)NC1CCN(C2CCCCCC2)C1 (stereo not given),5,·,-5
COc1ccc(-c2nnc(NC(=O)C3CCCN3S(=O)(=O)c3cc(Cl)ccc3Cl)s2)cc1 (stereo not given),1,-2,-4
Cc1ccc(C)c2sc(Cl)nc12,1,-7,-5
CC(NC(=O)Nc1ccccc1)C(c1cccs1)N1CCN(c2ccccc2F)CC1 (stereo not given),-5,0,5
O=C(/C=C\c1ccc2c(c1)OCO2)Nc1c2c(nn1-c1ccccc1)CSC2,-3,-7,-3
Cc1ccc(C(=O)N2CCC(C(NC(=O)C3CCCC3)C(=O)N3CCCCC3)CC2)cc1 (stereo not given),-2,-3,-3
O=C1CCC[C@H]2[C@@H]3C[C@H](CN(c4cc(N5CCC(O)CC5)ncn4)C3)CN12,·,-10,0
N#Cc1cccc(C(=O)N2CCN(c3nccc(-c4cccc(C(F)(F)F)c4)n3)CC2)c1,-1,-4,-4
N#CC(C(=O)C1COc2ccccc2O1)c1nc2ccccc2s1 (stereo not given),0,0,7
Cc1ccc(-n2nc(-c3ccccc3Cl)cc2C(=O)NCCc2ccc(Cl)cc2Cl)cc1,16,-5,-2
CCN1CCN(c2ccccc2NS(=O)(=O)c2cc([N+](=O)[O-])cc(C)c2C)CC1,-3,1,4
COc1ccc(NC(=O)c2cc3ccc(O)cc3oc2=O)cc1OC,-8,1,0
O=C1N=c2ccc(Br)cc2=C1c1sc(=S)n(NC(=O)c2ccc(Br)cc2)c1O,12,-6,-4
COc1ccc(Br)cc1S(=O)(=O)N1CCC(c2c[nH]c3ccc(C)cc23)CC1,4,-5,-3
CC(=O)O[C@H]1[C@H](NC(=O)c2cc(C)oc2C)[C@H]2O[C@@H]1c1ccccc12,3,-5,-5
COc1ccc(C(=O)N2CCN(c3ccc(Cl)cc3)C(=O)C2C)cc1 (stereo not given),-1,-6,-6
Cc1ccccc1Oc1cc(N2CCNC(C)C2)ncn1 (stereo not given),14,·,-3

# Additional results follow:
SMILES,NPYLR7 agonist,mcGAS lum,hcGAS lum
Cc1ccc(N=C2CCc3cccc(O)c32)cc1,-9,·,-6
CCN1CCCN(C(=O)c2ccc(OCC3CC3)cc2)CC1,4,·,-5
Cc1ccccc1Oc1cc(C(F)(F)F)nc(SCc2cccc(Cl)c2)n1,3,·,-1
COc1ccc(N2CCN(Cc3cc(=O)c(OC)cn3CC(=O)NC(C)C)CC2)cc1,0,-8,-9
CCC(C)Nc1cc(N(C)C)nc(N(C)C#N)n1 (stereo not given),0,-3,-1
Cc1c(C(=O)NC2CCC(n3cnnc3)CC2)cnn1-c1ccccn1 (stereo not given),19,·,-3
Cc1ccc(F)c(NC2CCCN(C(=O)c3ccccc3C)C2)c1 (stereo not given),-2,·,-6
CN=C1SC(CC(=O)NC(N)=O)C(=O)N1C (stereo not given),-8,-7,-5
COc1ccccc1N1CCN(C(=O)CC(c2ccc(Cl)cc2)c2cn(C)c3ccccc23)CC1 (stereo not given),5,0,4
Cc1cccc(C(=O)NCC(=O)Nc2cc(C)nn2C)c1,4,·,-8
O=C(C1CCCCN1Cc1ccccc1)N1CCC(CO)(Cc2ccc(Cl)cc2)CC1 (stereo not given),-20,4,4
Fc1cc(Br)ccc1N=Cc1ccco1,3,-4,-8
CC(Oc1ccc(F)cc1)C(=O)NC(c1ccccc1)c1nccn1C (stereo not given),12,-8,-10
C=CCN(C(=O)c1ccc(CCCCC)cc1)C(C)C(=O)c1c(C)c(C(=O)OC)n(C)c1C (stereo not given),-12,-3,1
CC(C)NC(=O)NC(=O)CSc1ncnc2sc3c(c12)CCCC3,12,·,-11
Cc1ccsc1[C@@H]1CCN(C(=O)c2ccc(C#CC(C)(C)O)o2)C[C@H]1O,3,·,0
COC(=O)C1=NOC2C(=O)N(c3ccc(Cl)cc3)C(=O)C12 (stereo not given),10,·,-3
Cc1cc(C(=O)N2CCC(N3CCCC(C(=O)N4CCOCC4)C3)CC2)no1 (stereo not given),·,-11,-2
CCc1cc(C(=O)Nc2ccc(OC)cc2OC)sc1C,3,·,-13
Cc1ccccc1-c1nc2scc(CCNS(=O)(=O)c3ccc(F)cc3F)n2n1,-5,-1,3
CCN(Cc1ccc(CO)o1)CC1CCOCC1,2,-11,0
c1cc(C2NCCc3[nH]cnc32)ccn1 (stereo not given),-10,·,-4
CCN(CC)S(=O)(=O)c1ccc(NN=C2C=C(C)CC(C)(C)C2)nc1,0,·,-10
CC(=O)NCC(=O)N1CCCC(CCc2c(F)cccc2F)C1 (stereo not given),1,·,-9
CC(C)Oc1ccc(C(=O)Nc2ccccc2N2CCOCC2)cn1,-1,-2,-6
FC(F)(F)COCCCn1nnc(-c2ccsc2)n1,8,·,-10
COc1cccc(CC(C2CCN(C(=O)c3cccnc3OC)CC2)N(C)C(=O)c2ccn(C)n2)c1 (stereo not given),14,-8,-2
O=C(Nc1ccc(N2CCN(C(=O)c3ccc(-c4cccc(Cl)c4)s3)CC2)nc1)c1ccco1,2,-8,-6
COc1cc(C(=O)N2CCc3c(ncnc3N(C)C)C2)cc(OC)c1OC,6,-10,-4
N#Cc1ccccc1CSc1nnnn1CC(F)(F)F,-5,·,3
Cc1sc2nc(-c3cccs3)nc(-n3ccnc3)c2c1C,4,·,6
COc1ccc(-c2nn(CC(=O)NCCc3ccccc3)c(=O)c3nc(C)sc23)cc1,0,1,14
CC(Cc1ccccc1)N=C1NS(=O)(=O)c2cc([N+](=O)[O-])ccc21 (stereo not given),4,-5,-3
CCCc1nnc(NC(=O)CN2CCc3[nH]nc(C4CCC4)c3C2)s1,1,·,1
CNC(=O)CN1CCC(NC(=O)N2CCSCC2)CC1,8,·,-7
O=C(Cn1nc(-c2ccc(F)c(F)c2)c2ccccc2c1=O)NC1CC1,1,·,-5
O=C(Cc1ccccc1)NC1CCN(c2ccccc2C(=O)N2CCN(c3ccc(Cl)cc3)CC2)CC1,0,·,-5
COC(=O)C(c1ccccc1F)C1C=CC(NC(=O)c2cccc(OC(C)=O)c2C)C1 (stereo not given),-2,-4,-5
CC(C)N=C(N)N=C(N)Nc1ccc(Cl)cc1,6&17,·,-4&-11
CCN(CC)C(=O)Oc1ccc2c(ccn2Cc2cc(C)cc(C)c2)c1NC(=O)C(C)Cl (stereo not given),-2,2,2
O=c1n(CN2CCc3ccccc3C2)nnn1-c1cccs1,5,-17,-8
Cc1nn(C2CCS(=O)(=O)C2)c(N2CCCCC2)c1C=NNC(=O)C1CC1 (stereo not given),-1,·,-2
Cc1nn(-c2ccc(Nc3ccc(NC(=O)Nc4ccc(F)cc4)cc3)nn2)c(C)c1C,-2,-2,0
O=C(c1ccc(CSc2nnc(-c3ccccc3Cl)n2Cc2ccccc2)cc1)N1CCCC1,-12,-5,-7
OCCNc1nc2nonc2nc1Nc1ccccc1,-3,-5,-6
O=C(Nc1ccc2c(c1)OCO2)C1=CN2CCS(=O)(=O)N=C2C=C1,1,·,-6
CCOc1cn2c(cc1=O)C(=O)N(CCNC(=O)c1ccc(C)cc1)CC2,3,·,2
Cn1c(=O)[nH]c(=O)c2[nH]c(CN3CCN(c4ccccc4F)CC3)nc21,0,·,-8
CCCNC(=O)c1nnc2n(c1=O)CCN2c1ccccc1,-2,-7,-10

# Limited to NPYLR7 agonist and hcGAS lum, for three of the compounds above:
mol	NPYLR7 agonist	hcGAS lum
O=C(Nc1ccc2c(c1)OCO2)C1=CN2CCS(=O)(=O)N=C2C=C1	1	-6
CCOc1cn2c(cc1=O)C(=O)N(CCNC(=O)c1ccc(C)cc1)CC2	3	2
Cn1c(=O)[nH]c(=O)c2[nH]c(CN3CCN(c4ccccc4F)CC3)nc21	0	-8

# Gathered by group, the entries above with an aryl methoxy group
SMILES,NPYLR7 agonist,mcGAS lum,hcGAS lum
COc1ccc(-c2nc(N3CCCC3=O)sc2C)cc1,1,·,0
CCC(CC)C(=O)Nc1cc(-c2cn3nc(OC)ccc3n2)ccc1OC,-6,-1,-4
CCN1C(=O)NC(c2ccc(Cl)cc2Cl)C2=C1CN(CCC(=O)N1CCN(c3ccccc3OC)CC1)C2=O (stereo not given),-1,-5,-6
COc1ccc(-c2nnc(NC(=O)C3CCCN3S(=O)(=O)c3cc(Cl)ccc3Cl)s2)cc1 (stereo not given),1,-2,-4
COc1ccc(NC(=O)c2cc3ccc(O)cc3oc2=O)cc1OC,-8,1,0
COc1ccc(Br)cc1S(=O)(=O)N1CCC(c2c[nH]c3ccc(C)cc23)CC1,4,-5,-3
COc1ccc(C(=O)N2CCN(c3ccc(Cl)cc3)C(=O)C2C)cc1 (stereo not given),-1,-6,-6
COc1ccc(N2CCN(Cc3cc(=O)c(OC)cn3CC(=O)NC(C)C)CC2)cc1,0,-8,-9
COc1ccccc1N1CCN(C(=O)CC(c2ccc(Cl)cc2)c2cn(C)c3ccccc23)CC1 (stereo not given),5,0,4
CCc1cc(C(=O)Nc2ccc(OC)cc2OC)sc1C,3,·,-13
COc1cccc(CC(C2CCN(C(=O)c3cccnc3OC)CC2)N(C)C(=O)c2ccn(C)n2)c1 (stereo not given),14,-8,-2
COc1cc(C(=O)N2CCc3c(ncnc3N(C)C)C2)cc(OC)c1OC,6,-10,-4
COc1ccc(-c2nn(CC(=O)NCCc3ccccc3)c(=O)c3nc(C)sc23)cc1,0,1,14
